V1R ag counter: V1a receptor agonism, counter-screen for OXTR agonists; P37288; CHO-V1R cells, Fluo-8 calcium fluorescence, agonist mode; 0% DMSO, 100% 3 nM vasopressin; activation, % at 3 µM; 320,000 tested, 0.25% active;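 active = activation above the mean activation of all tested compounds plus 3 SD, per screening run, cut at about 20% in these data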;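 also: signal is peak over basal fluorescence ratio across a 100 second FLIPR read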
Target sequence (P37288 whole entry, looked up): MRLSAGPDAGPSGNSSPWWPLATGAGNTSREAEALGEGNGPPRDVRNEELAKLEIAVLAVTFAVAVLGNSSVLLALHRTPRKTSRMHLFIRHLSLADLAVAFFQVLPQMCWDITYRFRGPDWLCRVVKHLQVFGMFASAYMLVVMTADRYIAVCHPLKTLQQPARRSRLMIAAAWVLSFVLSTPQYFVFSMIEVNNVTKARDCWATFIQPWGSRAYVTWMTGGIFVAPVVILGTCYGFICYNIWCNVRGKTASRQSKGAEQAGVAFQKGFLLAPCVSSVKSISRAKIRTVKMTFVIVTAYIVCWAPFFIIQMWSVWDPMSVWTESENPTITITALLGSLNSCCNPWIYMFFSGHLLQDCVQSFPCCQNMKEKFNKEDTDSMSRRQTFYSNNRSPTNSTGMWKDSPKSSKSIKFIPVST
OXTR ag: agonists of human oxytocin receptor | P30559 | CHO-OTR cells, Fluo-8 calcium fluorescence; normalized: DMSO 0%, oxytocin 100% | activation, % at 3 µM | 320,000 tested, 0.32% active;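 active = activation above the mean of all tested compounds plus 3 SD, cutoff set per screening run, cut at about 20% in these data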;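 also: peak over basal fluorescence ratio from a 100 s FLIPR kinetic read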
Target sequence (P30559 whole entry, looked up): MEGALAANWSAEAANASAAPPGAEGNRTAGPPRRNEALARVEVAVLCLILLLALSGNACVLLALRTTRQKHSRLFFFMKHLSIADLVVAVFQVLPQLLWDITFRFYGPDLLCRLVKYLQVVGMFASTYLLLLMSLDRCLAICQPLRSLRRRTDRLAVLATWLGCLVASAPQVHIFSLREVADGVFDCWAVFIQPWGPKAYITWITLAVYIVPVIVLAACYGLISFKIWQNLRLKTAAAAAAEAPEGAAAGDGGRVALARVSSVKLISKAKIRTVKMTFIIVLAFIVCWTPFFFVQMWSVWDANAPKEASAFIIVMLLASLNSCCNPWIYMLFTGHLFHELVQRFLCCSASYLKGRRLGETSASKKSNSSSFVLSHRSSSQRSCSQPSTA
GalR3 antagonist: human GalR3 antagonism; HEK293 GalR3-CNG cAMP membrane potential fluorescence; galR3 body fused to GalR1 C-terminus; inhibition, % at 3 µM; 360,000 tested, 0.44% active; AID 651719;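 active = inhibition above the screen-wide average plus 3 SD, cut at about 13% in these data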;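 also: forskolin and galanin both at EC90 stimulate the cells; cAMP rise reported by CNG channel membrane potential dye signal; 0% = forskolin plus galanin with DMSO and 100% = forskolin alone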
* = called active by the depositor. This is a subset (hit frequency here may not be typical).

Value order: V1R ag counter	OXTR ag	GalR3 antagonist
1. Cc1cc2occ(CC(=O)N(C)CC(=O)Nc3ccccc3C(F)(F)F)c2cc1C
  1.7	2.6	-7.4
2. Cc1ccc(S(=O)(=O)N(C)c2ccc(OCC(=O)OCC(=O)N(CC#N)c3ccccc3)cc2)cc1
  2.2	1.8	-5.0
3. COc1ccc(NC(=O)Nc2cccc3c2O[C@H](CN(C)C(=O)Nc2c(C)noc2C)[C@@H](C)CN([C@H](C)CO)C3=O)cc1
  0.5	1.6	-2.9
4. O=C(NCC1CCCO1)c1cccc(NS(=O)(=O)c2ccc(Br)cc2)c1 (centres undefined)
  2.8	3.2	-0.4
5. Cc1cc(Cl)ccc1OCC(=O)OCC(=O)N1CCC(C(N)=O)CC1
  0.4	-0.5	-7.8
6. O=C1NC(Cc2ccccc2)c2nc3ccc(Cl)cc3c(=O)n2-c2ccccc21 (centres undefined)
  -0.8	-1.8	-10.0
7. Cc1cccc(C)c1OCC(=O)Nc1cccc(S(=O)(=O)N2CCCC2)c1
  -0.5	-1.6	-3.6
8. CCCCCN(C(=O)CCC(=O)OCC(=O)N(CC#N)c1ccccc1)c1c(N)n(CCCC)c(=O)[nH]c1=O
  0.2	0.2	-4.3
9. O=C(Cc1ccccc1F)Nc1cc(S(=O)(=O)N2CCOCC2)ccc1N1CCOCC1
  -0.9	0.2	-1.9
10. COc1ccc(C(=O)OCC(=O)Nc2ncc([N+](=O)[O-])s2)cc1OC
  1.5	3.2	-2.0
11. COCc1c(C(=O)NCC2COc3ccccc3O2)oc2ccccc12 (centres undefined)
  -0.9	-1.9	-4.9
12. C=CCC[C@H](Cc1ccc(F)cc1)C(=O)OC[C@H](C)NC(=O)[C@H](CC=C)CC(=O)NCCO
  -0.2	0.0	-1.4
13. Cc1nn(CC(=O)N2CCN(C(=O)c3ccco3)CC2)c(C)c1[N+](=O)[O-]
  1.4	1.5	-6.2
14. O=C(NCCc1ccccc1)c1ccc(S(=O)(=O)N2CCCC2)cc1
  0.8	0.5	-4.5
15. N#Cc1ccc(C(=O)Nc2cc(-c3ccccc3)nn2-c2ccccc2)cc1
  1.8	2.0	-1.0
16. O=C1C(Cc2ccccc2)Nc2ncnc(N3CCCCC3)c2N1Cc1ccccc1 (centres undefined)
  -0.6	0.0	-1.7
17. O=C(COC(=O)CC1CCCCC1)Nc1c(Cl)cccc1Cl
  -0.5	-2.1	-6.9
18. Cc1ccccc1OCCC(=O)OCC(=O)N1CCN(S(=O)(=O)c2ccc(Cl)cc2)CC1
  8.9	8.9	-2.6
19. O=C(COC(=O)/C=C/c1ccc([N+](=O)[O-])cc1)NNC(=O)c1ccccc1
  1.8	2.8	-3.0
20. O=C(NCCCN1CCCC1=O)C1CCN(S(=O)(=O)c2ccccc2)CC1
  0.2	1.1	-4.0
21. NC(=O)C1CCN(C(=O)CCNS(=O)(=O)c2ccccc2F)CC1
  -0.5	-0.1	-5.2
22. COc1ccc([C@@H]2[C@@H]3C(=O)N(C(C)(C)C)C(=O)[C@@H]3[C@]3(Cc4ccc(Cl)cc4)C(=O)N(c4ccc(OC)cc4)C(=O)N23)cc1
  1.5	-0.5	-8.3
23. O=C(NCc1ccc2c(c1)OCO2)c1c(-c2ccccc2)sc2ccccc12
  2.8	0.7	-1.2
24. CN(C(=O)COC(=O)C1(C)CC1(Cl)Cl)c1c(N)n(Cc2ccccc2)c(=O)[nH]c1=O (centres undefined)
  0.1	-0.9	-0.6
25. CC(C)(C)c1ccc(OCCC(=O)Nc2ccc(N3CCOCC3)cc2N2CCOCC2)cc1
  2.7	-1.3	-1.5
26. CCCCn1nc(C(=O)N(CC)CC(=O)Nc2c(F)cccc2F)c2ccccc2c1=O
  -1.0	-0.8	-5.1
27. CCOc1ccc(C(=O)OC(C)C(=O)N2CCN(Cc3ccccc3)CC2)cc1 (centres undefined)
  0.3	-0.7	-6.1
28. CN(c1ccccc1)S(=O)(=O)c1cccc(NC(=O)CSc2nnc(C3CC3)n2C)c1
  4.9	5.0	0.2
29. COCCN(C(=O)COC(=O)c1cc2c(s1)CCC2)c1c(N)n(Cc2ccccc2)c(=O)[nH]c1=O
  -0.5	0.0	-3.0
30. COc1ccc(S(=O)(=O)N2CCOCC2)cc1C(=O)NCc1ccccc1CN1CCCC1
  0.5	0.1	0.8
31. CC(C)n1nc(C(=O)Nc2cccc(S(=O)(=O)N3CCCCC3)c2)c2ccccc2c1=O
  1.4	-0.9	-6.4
32. COc1cc(/C=N/NC(=O)c2cccc(S(=O)(=O)N3CCCC3)c2)ccc1O
  0.7	-0.3	-4.2
33. CC1CN(S(=O)(=O)c2cc(C(=O)N(C)Cc3cccs3)ccc2Cl)CC(C)O1 (centres undefined)
  3.1	3.1	-1.4
34. O=C1CCc2cc(S(=O)(=O)Nc3ccccc3)cc3c2N1CCC3
  -0.6	0.4	-5.7
35. CC(OC(=O)c1ccc(Cl)nc1)C(=O)NC1CCCC1 (centres undefined)
  -0.2	0.3	-4.0
36. CC(NC(=O)c1ccco1)C(=O)N1CCN(c2cccc(C(F)(F)F)c2)CC1 (centres undefined)
  2.6	1.9	-7.7
37. Nc1nc(N)nc(-c2cc(F)ccc2O)n1
  0.2	0.2	-9.7
38. Cc1ccc2c(c1)[C@H]1[C@H](CO2)[C@H](c2ccccc2)[C@]2(C)C(=O)N(Cc3ccco3)CC(=O)N12
  2.1	1.0	1.2
39. O=C(COC(=O)c1cnc(Cl)c(Cl)c1)NC1CCCCCC1
  0.6	-2.0	-2.1
40. CC(C)Cn1c(=S)[nH]c2cc(C(=O)NCc3ccccc3F)ccc2c1=O
  9.6	9.8	-5.6
41. O=C(COc1ccccc1F)Nc1nc(-c2ccccn2)cs1
  2.1	1.4	-5.5
42. O=C(O)/C(=C\c1ccc2ccccc2c1)c1cccc2ccccc12
  0.3	-0.6	-2.9
43. Cc1ccc(NC(=O)c2cc(C(=O)Nc3ccc(C)cc3)n(C)n2)cc1
  0.3	-0.2	1.5
44. COc1ccc(CCC(=O)NCCS(=O)(=O)N2CCN(c3ccc(F)cc3)CC2)cc1
  3.8	1.0	-3.9
45. O=C(COC(=O)c1ccc([N+](=O)[O-])cc1Cl)NCc1ccco1
  -1.2	-1.6	-2.5
46. COc1cccc2sc(=NC(=O)CS(=O)(=O)c3ccc(Cl)cc3)n(C)c12
  0.4	0.5	-2.5
47. Cc1ccc(OCc2nnc(SCC(=O)O)n2-c2ccccc2)cc1
  0.7	-1.8	-1.3
48. COc1ccc(N2CCN(C(=O)c3cccc(S(=O)(=O)N4CCOCC4)c3)CC2)cc1
  0.7	0.9	-4.9
49. Cc1ccc([C@H]2C(C(=O)O)=CC[C@@H](c3ccc(Cl)cc3)N2S(=O)(=O)c2ccc(C)cc2)cc1
  1.1	0.2	-4.4
50. O=C(CCN1C(=O)NC2(CCCC2)C1=O)Nc1ccc(-c2nc3ccccc3s2)cc1
  9.2	12.9	-7.4
51. O=C(COc1cccc(C(F)(F)F)c1)Nc1nnc(C2CC2)s1
  0.5	0.8	-6.6
52. CC(=O)c1ccc(N2CCN(CC(=O)Nc3ccccc3C(=O)NC3CC3)CC2)c(F)c1
  -0.5	0.3	-1.8
53. CN(C(=O)CSc1nc2ccccc2c(=O)n1-c1ccc(F)cc1F)C1CCS(=O)(=O)C1 (centres undefined)
  -1.1	0.6	-5.0
54. O=C(c1cccc(S(=O)(=O)N2CCCc3ccccc32)c1)N1CCN(c2ccccc2)CC1
  -0.3	-1.6	0.5
55. Cc1ccn2c(=O)nc(SCC(=O)c3ccc(Cl)cc3)nc2c1
  1.0	1.1	-2.5
56. CCC1(CC)NC(=O)N(CC(=O)OCC(=O)Nc2cc(OC)ccc2OC)C1=O
  0.1	0.3	-5.9
57. Cc1nnc(SCC(=O)N(CCC#N)c2ccc3c(c2)OCCO3)s1
  0.2	1.1	-2.8
58. CN1CCN(S(=O)(=O)c2cccc(C(=O)NCCC3=CCCCC3)c2)CC1
  -0.5	-2.2	3.5
59. CCC(ONc1ccccc1C(F)(F)F)(C(=O)NN(C)C)c1ccccc1 (centres undefined)
  -1.1	-0.9	-4.5
60. NS(=O)(=O)c1ccc(CNC(=O)C2CCCN2C(=O)c2cccs2)cc1 (centres undefined)
  0.7	0.5	3.4

Continued.
Value order: V1R ag counter	OXTR ag	GalR3 antagonist
61. CC1(OC(=O)C2CCCC2)C(=O)C=C2C=C(c3ccc(C#N)cc3)OC=C2C1=O (centres undefined)
  -0.5	-1.3	-6.5
62. CCN(C(=O)COC(=O)c1ccco1)c1cccc2ccccc12
  1.2	-0.9	-4.5
63. COc1cc2c(-c3cc(F)cc(F)c3)c(-c3ccsc3)oc(=O)c2cc1OC
  -0.6	-1.1	-1.6
64. CSc1sc(C(=O)O)c2c1C(=O)CC(C)(C)C2
  1.2	-0.2	7.3
65. CC(C)=CC(=O)Nc1cccc(S(=O)(=O)NC2=NCCCCC2)c1
  0.4	1.3	-5.2
66. CN(CC(=O)Nc1ccccc1C(F)(F)F)C(=O)c1cc(-c2cccs2)nn1-c1ccccc1
  -1.5	-2.4	-5.3
67. COc1cccc(/C(C)=N/Nc2ccc(S(=O)(=O)N3CCCCC3)cn2)c1
  0.0	-1.0	-5.3
68. O=C(CCNS(=O)(=O)c1ccccc1)NNC(=O)c1cccc(Cl)c1
  1.2	0.9	3.0
69. CN(CC(=O)Nc1c(Cl)cccc1Cl)C(=O)c1cc(S(=O)(=O)N(C)C)ccc1N1CCCC1
  0.2	-0.9	-3.2
70. O=C(Nc1ccc2c(c1)OCO2)c1ccc2c(c1)S(=O)(=O)c1ccccc1C2=O
  -0.5	0.8	-1.8
71. CN(CC(=O)NC(=O)NC1CCCCC1)CC(=O)Nc1ccc(OC(F)(F)F)cc1
  2.5	1.1	-6.3
72. Cc1cc(NC(=O)Nc2ccc(Cl)c(Cl)c2)no1
  7.4	7.8	-6.0
73. COc1ccc(S(=O)(=O)N2CCOCC2)cc1NC(=O)CCNC(=O)c1ccc(Br)cc1
  -0.8	-1.0	-5.2
74. Cc1noc(C)c1CSCC(=O)Nc1cc(S(=O)(=O)N2CCOCC2)ccc1OC(C)C
  -0.9	-1.5	-3.9
75. O=C(O)C1=C[C@H](c2ccc(C(F)(F)F)cc2)C[C@H](OCCCCO)O1
  0.4	-0.2	-0.5
76. Cc1ccc(S(=O)(=O)N(C)CC(=O)NNC(=O)CCS(=O)(=O)c2ccccc2)cc1
  0.5	1.4	-3.1
77. CC(=O)c1ccccc1NS(=O)(=O)c1ccc2c(c1)CC(=O)N2
  1.0	2.8	-4.6
78. Cc1cc(C)n(CC(=O)NNC(=O)CCNC(=O)c2ccccc2Cl)n1
  1.2	0.1	-4.3
79. Cc1ccc2nc(SCC(=O)Nc3ccc(F)cc3)nc(=O)n2c1
  2.7	1.7	1.4
80. CCN(CC)S(=O)(=O)c1cccc(NC(=O)C2CC(=O)N(c3ccc4c(c3)OCCO4)C2)c1 (centres undefined)
  0.4	-1.5	1.5
81. COc1ccc(S(=O)(=O)NCc2ccncc2)cc1NC(=O)c1ccccc1C
  -1.2	-1.9	-1.0
82. Cc1cc(S(=O)(=O)N2CCCCC2CCNC(=O)C(=O)NCc2cccnc2)ccc1F (centres undefined)
  -1.1	-1.6	-4.5
83. CCOc1ccccc1C(=O)OCC(=O)NCCc1ccc(OC)cc1
  -0.1	-2.1	-0.7
84. CC(C)CC1Nc2ncnc(N3CCOCC3)c2N(Cc2ccc(Br)cc2)C1=O (centres undefined)
  -0.5	-0.1	-2.1
85. CC(=O)c1cc2c(cc1NC(=O)Cc1c(C)noc1C)OCO2
  1.6	1.6	-3.5
86. CC1O[C@@H](OC2C(COC3OC(CO)C(O)[C@H](O)C3O)OC(OC3CC[C@]4(C)C(CC[C@@]5(C)[C@@H]4CC=C4[C@@H]6CC(C)(C)CC[C@]6(CO)C(O)C[C@]45C)C3(C)C)C(O)C2O)C(O)C(O)C1O (some centres undefined)
  0.7	0.8	-8.3
87. O=c1oc(C2(O)CCCCC2)cc2ccc(-c3ccc4[nH]ccc4c3)cc12
  1.6	3.3	-9.6
88. CC(C)(C)OC(=O)C[C@H]1C/C=C\C[C@H](CC(=O)N[C@H](CO)Cc2ccccc2)C(=O)N2CCC[C@H]2COC1=O
  0.5	1.3	-7.0
89. C=CCn1c(SCC(=O)N2CCOCC2)nc2sc(CC)cc2c1=O
  3.5	2.6	-5.4
90. O=C(/C=C/c1ccc2c(c1)S(=O)(=O)N(Cc1ccccc1)[C@H]2CC(=O)N1CCOCC1)N1CCOCC1
  -0.6	3.9	0.1
91. Cc1noc(C)c1CSCC(=O)Nc1ccc(S(=O)(=O)C(F)F)cc1
  0.5	0.3	-2.1
92. COc1cccc(C(=O)NCC(c2ccc3c(c2)OCO3)N2CCN(c3ccc(F)cc3)CC2)c1 (centres undefined)
  0.6	-0.6	1.6
93. O=C(CC(=O)Nc1ccccc1)Nc1ccccc1
  0.6	-0.2	5.7
94. C#Cc1ccc([C@@H]2C=C(C(=O)N3CCOCC3)O[C@H](OCc3ccc(CO)cc3)C2)cc1
  1.0	1.3	-3.2
95. CN(CC(=O)Nc1ccccc1Cl)CC(=O)N1CCc2ccccc21
  1.2	-0.4	-5.9

Screens from PubChem BioAssay.
